Compound activity from PubChem BioAssay.
ELG1 DNA repair = qHTS screen for small molecules that inhibit ELG1-dependent DNA repair in human embryonic kidney (HEK293T) cells expressing luciferase-tagged ELG1 | Potency, µM (doses to about 46.1 µM), for inactives: at the top dose activity change, negative = inhibition, usual class: inhibitors | AID 504467, 2011 | 330,000 compounds, 2.3% hits | HEK293T ELG1-luciferase reporter, luminescence, 16 h; DNA damage induced by 5-fluorouridine; also: potency is read from the fitted curve at half-maximal effect; % is scaled to controls: 0 for no effect and ±100 for the full control effect; nearly all actives have a fitted effect of over 55% in size
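Cells (2,000 per well) received 5-fluorouridine plus test compound or DMSO and were incubated 16 hr at 37 °C, 5% CO2. Luciferase activity was read by luminescence 30 min after ONE-Glo addition; signal suppression marked inhibition of damage-induced ELG1 function.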
TSG101-PTAP inh = qHTS Assay for Iinhibitors of HIV-1 Budding by Blocking the Interaction of PTAP/TSG101; Fluorescence polarization, FITC-PTAP peptide / Tsg101 binding; Potency, µM (doses to about 115 µM), for the others: top-dose activity change, negative = inhibition, most hits filed as inhibitors; 340,000 tested, under 10 active; AID 493005, 2010; active = well fitted inhibition curve with a large enough effect in the main read-out, with a control signal flat, not every such curve was filed as active; inconclusive = small, poorly fitted or top-dose-only effect, or effect the other way, or a change in a side signal; inactive = no such curve, though single readings can be large or run the other way; also: potency is read from the fitted curve at half-maximal effect; % of control where 0% means no effect
Target sequence (Q99816 whole entry, looked up): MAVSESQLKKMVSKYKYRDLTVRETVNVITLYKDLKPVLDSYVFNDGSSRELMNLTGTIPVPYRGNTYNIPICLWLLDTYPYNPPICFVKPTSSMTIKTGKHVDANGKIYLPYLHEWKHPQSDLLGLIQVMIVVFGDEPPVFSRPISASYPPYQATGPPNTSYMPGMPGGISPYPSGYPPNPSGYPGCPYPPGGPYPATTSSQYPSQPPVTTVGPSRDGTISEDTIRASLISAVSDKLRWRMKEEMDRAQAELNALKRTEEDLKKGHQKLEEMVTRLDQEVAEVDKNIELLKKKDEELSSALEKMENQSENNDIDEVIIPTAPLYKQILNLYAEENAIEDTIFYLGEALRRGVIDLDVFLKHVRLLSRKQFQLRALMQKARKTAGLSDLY
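FP read-out: FITC-PTAP peptide, 50 nM final, binding Tsg101 binding domain, 10 uM final; 20 min, r.t.; 10 mM HEPES pH 7.5, 0.15 M NaCl, 0.01% Tween 20, 3 mM EDTA, 0.1 mM TCEP.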
USP2a block = qHTS Assay for Inhibitors of Ubiquitin-specific Protease USP2a Using CHOP2 as the Reporter; USP2 core, Ub-CHOP2 coupled fluorogenic reporter, 485/531; Potency, µM (top dose mostly 38.3 µM), without a hit: top-dose activity change, negative = inhibition, hits mostly inhibitors; 330,000 compounds, 0.01% hits;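 also: potency is read from the fitted curve at half-maximal effect; plate controls were DMSO wells for no effect and full inhibition by NEM control for full effect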
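Cell-free coupled assay: 10nM USP2 core preincubated 30min RT with compound in Tris-HCl pH 8.0/CaCl2/CHAPS buffer, then 25nM Ub-CHOP2 and 25nM reporter substrate; fluorescence (Ex 485/Em 531) read after 60min RT, normalized to NEM inhibition, concentration-response curves fitted.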
BCR signal inh = qHTS Assay to Find Inhibitors of Chronic Active B-Cell Receptor Signaling | ABC-DLBCL IkBa-CBG/CBR reporter, luminescence ratio, 4 h | Potency, µM (highest dose often 46.1 µM), without a hit: top-dose ratio change, negative = lower green/red ratio, usual class: inhibitors | 340,000 compounds, 0.05% hits | AID 493014, 2011; active = well fitted inhibition curve with a large enough effect in the signal ratio, with a control signal flat, not every such curve was filed as active; inconclusive = small, poorly fitted or top-dose-only effect, or effect the other way, or a change in a side signal; the % refers to the signal ratio;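 also: potency is read from the fitted curve at half-maximal effect; plate controls were basal doxycycline-induced cells for no effect and cells given 10 µM MG132 for full effect; MG132 reads +100%, hits lower the ratio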
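Doxycycline induced both beetle luciferases in TMD8 lymphoma cells; IKK-driven degradation limits the IkappaBalpha-fused green signal, while red luminescence normalises for cell number and nonspecific effects. Compounds tested up to 46 uM, 4 hrs.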
Mito fusion act = qHTS Assay for Small Molecule Inhibitors of Mitochondrial Division or Activators of Mitochondrial Fusion. 320,000 compounds, 0.23% hits. S. cerevisiae fusion-defective mutant growth rescue, CellTiterGlo 48 h. Potency, µM (doses to about 46.1 µM), without a hit: at the top dose growth rescue (activation), actives largely listed as activators;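 also: potency is read from the fitted curve at half-maximal effect; % of control where 0% means no effect; nearly all actives have a fitted effect of over 45% in size; temperature-sensitive fusion mutants such as fzo1-1 at 37 °C on non-fermentable ethanol glycerol medium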
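Luminescent cell viability in 1536-well qHTS format served as the measure of rescued growth in ts fusion-mutant S. cerevisiae cultured on non-fermentable YPEG for 48 hours at 37C.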
Tb PFK block = qHTS Assay to Find Inhibitors of T. brucei phosphofructokinase; T. brucei PFK, ADP-Glo luminescence; Potency, µM (series often up to 57.5 µM), inactives show at the highest dose activity, negative = inhibition, most hits filed as inhibitors; ATP-dependent 6-phosphofructokinase (Trypanosoma brucei brucei), O15648; 330,000 compounds, 0.17% hits; AID 485367, 2010;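 also: potency is read from the fitted curve at half-maximal effect; 0% = uninhibited 1x PFK enzyme wells and -100% = no-enzyme wells; nearly all actives have a fitted effect of over 60% in size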
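Luminescent ADP detection (ADP-Glo, two-step: ATP depletion then ADP-to-ATP conversion for luciferase) reported PFK activity after 45 min room-temperature reaction of 1.25 nM enzyme with 0.5 mM F6P and 0.1 mM ATP at pH 8.0.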
TCR activator = Activators of T cell receptors: qHTS campaign; Potency, µM (titrated, usually from 9.22 µM), inactives show top-dose activation of IL-2 secretion, most hits filed as activators; primary human leukocytes, anti-CD3, IL-2 HTRF, 48 h; 330,000 tested, under 10 active; also: % of control where 0% means no effect
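IL-2 produced over 48 hr by a-CD3 bead-stimulated primary human leukocytes exposed to compounds was detected with a homogeneous time-resolved FRET immunoassay, 665nm acceptor signal after 320nm excitation.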
B2AR arrestin = qHTS assay of beta-arrestin-biased ligands of beta2-adrenergic receptor | Beta-2 adrenergic receptor (Homo sapiens), P07550 | beta-arrestin recruitment to beta2AR, cell-based reporter | Potency, µM (series often up to 46.1 µM), for the others: top-dose activation, usual class: activators | 330,000 compounds, 0.02% hits | AID 492947, 2010;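 also: potency is read from the fitted curve at half-maximal effect; 0% = DMSO controls and full agonism = EC100 isoproterenol or metaproterenol; nearly all actives have a fitted effect of over 65% in size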
uPA surface inh = qHTS for Inhibitors of Cell Surface uPA Generation | cell surface uPA generation assay, qHTS | Potency, µM (top dose mostly 38.3 µM), for the others: at the top dose activity change, negative = inhibition, most hits filed as inhibitors | 330,000 compounds, 0.31% hits | AID 540303, 2011; active = well fitted inhibition curve with a large enough effect; inconclusive = small, poorly fitted or top-dose-only effect; inactive = no such curve, though single readings can be large or run the other way; tested in mouse RAW 264.7 cells; also: potency is read from the fitted curve at half-maximal effect; % is scaled to controls: 0 for no effect and ±100 for the full control effect; nearly all actives have a fitted effect of over 55% in size
TSHR antagonist = Antagonists of the Thyroid Stimulating Hormone Receptor: HTS campaign. TSHR-expressing cells, TSH-stimulated cAMP HTRF, 2 h; hits give low values. activity change, negative = inhibition, % at 11.5 µM. 330,000 compounds, 0.2% hits;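 active = activity change below a set negative limit, meaning inhibition stronger than a set level, cut at about -70% in these data; inconclusive = activity change between two set negative limits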; also: % is scaled to controls: 0 for no effect and ±100 for the full control effect
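Competitive HTRF cAMP read-out (cryptate anti-cAMP antibody, cAMP-d2; 30 min, room temperature) in freshly harvested TSHR cells. Compounds added before TSH at EC80 (4nM final), followed by 2 hours' incubation at 37 deg C.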
Eya2 inh = qHTS Assay for Inhibitors of the Phosphatase Activity of Eya2. Protein phosphatase EYA2 (Homo sapiens), O00167. recombinant Eya2, OMFP fluorescence dephosphorylation (OMFP is methylfluorescein phosphate). Potency, µM (series often up to 76.9 µM), inactives show at the top dose activity, negative = inhibition, actives largely listed as inhibitors. 330,000 compounds, 0.006% hits. AID 488837, 2010; also: potency is read from the fitted curve at half-maximal effect; % is scaled to controls: 0 for no effect and ±100 for the full control effect
Target sequence (O00167 whole entry, looked up): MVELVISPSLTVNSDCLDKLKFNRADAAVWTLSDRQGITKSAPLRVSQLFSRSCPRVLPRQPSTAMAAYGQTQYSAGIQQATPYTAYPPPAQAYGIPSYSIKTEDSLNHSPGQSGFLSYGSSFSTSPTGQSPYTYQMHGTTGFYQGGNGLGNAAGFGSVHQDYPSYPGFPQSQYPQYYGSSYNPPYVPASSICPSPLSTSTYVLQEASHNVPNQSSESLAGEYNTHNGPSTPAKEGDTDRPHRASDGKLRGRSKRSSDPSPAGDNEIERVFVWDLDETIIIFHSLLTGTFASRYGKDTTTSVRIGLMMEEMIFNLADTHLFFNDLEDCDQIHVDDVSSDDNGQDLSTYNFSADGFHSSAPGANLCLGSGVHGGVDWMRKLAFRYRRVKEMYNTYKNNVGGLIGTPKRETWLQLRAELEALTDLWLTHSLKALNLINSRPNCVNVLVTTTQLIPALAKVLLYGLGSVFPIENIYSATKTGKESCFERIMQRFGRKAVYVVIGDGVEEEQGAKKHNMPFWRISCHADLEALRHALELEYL
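Eya2 (0.2 uM) preincubated 10 min at ambient with compound, then OMFP substrate added at 50 uM; 10 min reaction in 50 mM HEPES pH 7.5, 50 mM NaCl, 5 uM MgCl2, 0.05% BSA, 1 mM DTT. Fluorescence read at Ex 485/Em 525 nm.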
* marks the source's active call; other numbers are inactive results; ? = inconclusive; / = not tested or not shown; & = joins results of further samples; [ ] = remark or other dose. Unless noted, calls follow the shape of the dose curve; as a rule, active = well fitted curve in the direction sought with a large enough effect; inconclusive = small, poorly fitted or top-dose-only effect, or another doubt; inactive = no such curve, though single readings can be large; an effect the other way counts as inactive or inconclusive. The order is random; any-hit rate near 3%.

Every second line gives: USP2a block	uPA surface inh	TSHR antagonist	B2AR arrestin	BCR signal inh	ELG1 DNA repair	TSG101-PTAP inh	Mito fusion act	Tb PFK block	TCR activator	Eya2 inh
- COC(=O)c1ccc(NC(=O)c2cn(-c3cccc(C)n3)cn2)cc1
→ -5%	-5%	5	-1.1%	?	25%	-2%	6%	3%	1%	7%
- COc1ccc(S(=O)(=O)Nc2cc(Cl)ccc2OC)cc1
→ 2%	-12%	-11	-1.4%	?	?	0%	1%	6%	-2%	0%
- COc1ccc2nc(/N=C(\N)NC(=O)N3c4ccccc4Sc4ccccc43)nc(C)c2c1
→ 0%	-4%	-7	-1.6%	0%	-29%	-1%	-2%	-1%	7%[46.1 µM]	-2%
- CC12CN3CC(C)(CN(C1)C3c1ccccc1)C2O (configuration not stated)
→ 1%	-1%	1	0.0%	3%	0%	0%	4%	-7%	1%	0%
- COC(C(=O)Nc1ccnn1C1CCN(C(=O)c2ccc(C)cc2)CC1)c1ccccc1 (configuration not stated)
→ 4%	9%	1	-0.1%	3%	2%	0%	-11%	0%	0%	-12%
- COc1ccccc1NS(=O)(=O)c1ccc(C(=O)OCC(=O)NCc2ccco2)cc1
→ -1%	7%	-2	0.5%	-1%	0%	-8%	1%	-26%	2%	-1%
- Cc1oc2ccc(OCc3ccccc3F)cc2c1C(=O)O
→ 8%	5%	-4	0.3%	?	4%	-1%	8%	1%	7%	3%
- Cn1cc(C(=O)c2ccccc2)cc1-c1nc2ccccc2n1C
→ 0%	4%	-10	-0.3%	?	-25%	-6%	5%	-4%	2%	-2%
- O=C(COC(=O)c1c2c(nc3ccccc13)CCCC2)Nc1ccc2c(c1)OCO2
→ -9%	6%	-18	-0.5%	?	?	-1%	3%	4%	8%	-13%
- CCCN(Cc1nnc(-c2ccccc2Cl)o1)C(=O)c1cc(S(=O)(=O)N2CCOCC2)ccc1F
→ 0%	-11%	-12	-0.3%	0%	?	-4%	1%	4%	2%	-7%
- COc1ccc(C(C(=O)NC2CCCC2)N(Cc2cccs2)C(=O)c2ccn[nH]2)cc1OC (configuration not stated)
→ 1%	3%	-7	0.2%	9%	5%	0%	0%	3%	-3%	25%
- Cc1cccc(C(=O)OCC(=O)NC(=O)c2ccccc2)c1O
→ 0%	1%	24	4.0%	-7%	5%	-1%	9%	?	-2%	8%
- CCOC(=O)C1=CN(Cc2cccc(F)c2)S(=O)(=O)N(CC)C1c1ccc(Br)cc1F (configuration not stated)
→ 0%	9%	6	-0.5%	2%	-9%	0%	/	-1%	1%[46.1 µM]	1%
- Cc1cc(F)ccc1NC(=O)C1CCCO1 (configuration not stated)
→ -5%	0%	11	-0.2%	0%	14%	-1%	12%	5%	4%	0%
- COc1ccc(-c2sc3ccccc3c2-c2ccc(OCCN3CCOCC3)cc2)cc1
→ 4%	14%	0	-0.4%	4%	3%	-4%	/	-6%	7%	7%
- Nc1c(-c2ccccc2)cnc2ncnn12
→ -1%	-4%	-2	0.0%	?	12%	-6%	-2%	-2%	-3%	16%
- CCOc1ccc(CNC(=O)CN2C(=O)CSc3ccc(S(=O)(=O)N4CCOCC4)cc32)cc1OC
→ 2%	-15%	-2	3.1%	-2%&-6%	11%	-2%	-4%	5%	2%	-8%
- O=C(c1ccco1)N1CCN(C(=S)NCc2ccc(F)cc2)CC1
→ 1%	2%	-1	0.3%	0%	-1%	-2%	0%	1%	-1%	7%
- C=CCON/C(CCC)=C1\C(=O)CC(C)(C)CC1=NC
→ 0%	1%	-1	2.3%	0%	-8%	-2%	7%	-1%	0%	8%
- CCN(C(=O)Nc1ccccc1OC)c1c(N)n(Cc2ccccc2)c(=O)[nH]c1=O
→ 1%	1%	-8	-0.8%	?	-8%	-7%	-1%	1%	-4%	-14%
- OC(CNCc1ccc2c(c1)OCO2)COc1ccccc1 (configuration not stated)
→ 6%	3%	2	0.0%	-1%	6%	0%	-2%	-5%	1%	-2%
- CCN(CCNC(=O)C1CCCN(c2ncnc3c2nc2n3CCCCC2)C1)Cc1ccccc1 (configuration not stated)
→ 2%	9%	-4	-0.2%	1%	-2%	-3%	-2%	-1%	-4%	4%
- N#Cc1cc(NC2CCCC2)c([N+](=O)[O-])cc1C#N
→ 7%	?	15	-0.6%	?	0%	?	9%	12%	1%[46.1 µM]	5%
- CCN1CCN(c2ccc(N3CCN(C(=O)c4ccc(Br)o4)CC3)nn2)CC1
→ 0%	14%	5	0.2%	21%	17%	-2%	-10%	1%	1%	2%
- CCCNC(=O)c1cnc(-c2ccccc2)nc1-c1ccccc1
→ 1%	2%	-8	-1.1%	0%	3%	0%	-1%	1%	6%	-1%
- CC1CN(C(=O)CS(=O)(=O)Cc2ccccc2)CC(C)O1 (configuration not stated)
→ 1%	7%	4	-0.7%	1%	1%	-6%	3%	0%	2%	6%
- O=C1COc2ccc(C(=O)COC(=O)c3ccccc3[N+](=O)[O-])cc2N1
→ 0%	2%	-1	-0.3%	-2%	28%	-1%	-1%	0%	5%	-16%
- CCOC(=O)c1c(S(=O)(=O)NCC(=O)Nc2ccccc2)c(C)n(C)c1C
→ 3%	-1%	-7	0.2%	-1%	16%	1%	-8%	-3%	10%	-4%
- O=C(NC1CCCC1)C(c1cccnc1)N(Cc1ccccc1)C(=O)c1csnn1 (configuration not stated)
→ 0%	4%	-1	0.0%	-1%	-11%	-5%	8%	0%	1%	7%
- CCOc1ccc(C2=CSC3=NCCN23)cc1Cl
→ 1%	-1%	3	0.0%	-7%	3%	-2%	-13%	-6%	6%	3%
- O=C(O)C1CCC(CNS(=O)(=O)c2ccc(Br)cc2)CC1 (configuration not stated)
→ 2%	-2%	0	-0.1%	6%	6%	-3%	-3%	-2%	9%	14%
- CC(C)c1ccc(C(=O)NC2=NCCS2)cc1
→ 6%	?	-5	-1.0%	0%	?	-7%	5%	0%	-2%[46.1 µM]	-7%
- CC(Oc1ccc2c3c(c(=O)oc2c1)CCC3)C(=O)NCCCn1ccnc1 (configuration not stated)
→ 4%	5%	-6	0.1%	6%	14%	-9%	1%	-1%	2%	9%
- CS(=O)(=O)Nc1ccc(C(=O)Nc2ccccc2-c2ccccc2)cc1
→ -7%	2%	-11	0.4%	-2%	-1%	0%	-7%	-1%	2%	-2%
- COc1ccc(Cl)cc1NC(=O)CN(C)C(=O)c1cn2ccccc2n1
→ 2%	11µM*	7	-0.9%	1%	?	-3%	-4%	3%	57%	-13%
- COc1ccc(CNC(=O)COC(=O)C(CCSC)N2C(=O)c3ccccc3C2=O)cc1 (configuration not stated)
→ 4%	-2%	/	-0.2%	-4%	0%	6%	/	11%	-86%	-17%
- CCCCN(C)CCCNC(=O)Cn1c(=O)sc2ccccc21
→ 1%	-1%	15	-0.1%	0%	-2%	-6%	-2%	-1%	2%	4%
- CCOc1ccc(NC(=O)C2CCN(S(=O)(=O)c3ccc4c(c3)N(C(C)=O)CCO4)CC2)cc1
→ 2%	-9%	-13	0.3%	12%	-16%	-1%	3%	0%	-6%	11%
- COc1ccccc1C(=O)Nc1nnc(S(=O)(=O)N2CCOCC2)s1
→ 1%	1%	-3	-0.1%	?	?	-7%	16%	13%	-4%	-10%
- CCOC(=O)N1CCN(C(=O)C2CCN(S(=O)(=O)c3ccc(F)cc3)CC2)CC1
→ 2%	1%	-4	-0.2%	0%	2%	-1%	8%	5%	4%	-6%
